NF-kB neuron act: compounds increasing NF-kB expression in human neuronal cells | fold change at 12.5 µM | NF-kB reporter expression; active compounds read high | actives 1.6% (n = 190,000); in the data active means fold change above about 3.3
APP 5UTR inh: APP translation inhibition. SH-SY5Y APP 5'UTR-luciferase reporter, luminescence. inhibition, % at 2 µM. actives 0.82% (n = 190,000);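 active means inhibition above a set limit, derived from the sample mean plus 3 SD, cut at about 45% in these data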; further: values of inactives mirror those of a sister screen read the other way
APP 5'UTR act: activates APP 5'UTR luciferase reporter. SH-SY5Y APP 5'UTR luciferase reporter, luminescence; zero percent = DMSO vehicle wells. activation, % at 2 µM. actives 1% (n = 190,000);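 active means activation above a set limit, based on mean plus 3 SD of controls, cut at about 140% in these data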; further: values of inactives mirror those of a sister screen read the other way
STAT1 activator: increases IFN-gamma driven STAT1 reporter signal; actives 2.6% (n = 200,000); AID 932; NIH 3T3 STAT1-luciferase reporter, luminescence; 100% = IFN-gamma alone, no compound; activation (% of control), % at 5.5 µM;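 active means activation above the screen-wide mean activation plus 3 SD, cut at about 130% in these data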;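 further: raw ratio to IFN-gamma control signal so 100% means no change and 0% no light; values of inactives mirror those of a sister screen read the other way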
FLuc inh counter: inhibits firefly luciferase, flagging false hits in luciferase inhibition screens | ATPLite firefly luciferase biochemical luminescence, 10 min | inhibition, % at 10 µM | actives 1.5% (n = 200,000);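 active means inhibition above about 50% when tested at 10 µM, limit read from the data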
TLR4-MyD88 BLA: blocks binding of human TLR4 to MyD88; HeLa CL3-4 TLR4/MyD88 BLA complementation, FRET ratio; inhibition, % at 8.4 µM; AID 861; actives 0.18% (n = 200,000); O00206+Q99836; in the data active means inhibition above about 25%;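 further: 0% = vehicle and 100% = reference inhibitor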
Target sequence (O00206 whole entry, looked up): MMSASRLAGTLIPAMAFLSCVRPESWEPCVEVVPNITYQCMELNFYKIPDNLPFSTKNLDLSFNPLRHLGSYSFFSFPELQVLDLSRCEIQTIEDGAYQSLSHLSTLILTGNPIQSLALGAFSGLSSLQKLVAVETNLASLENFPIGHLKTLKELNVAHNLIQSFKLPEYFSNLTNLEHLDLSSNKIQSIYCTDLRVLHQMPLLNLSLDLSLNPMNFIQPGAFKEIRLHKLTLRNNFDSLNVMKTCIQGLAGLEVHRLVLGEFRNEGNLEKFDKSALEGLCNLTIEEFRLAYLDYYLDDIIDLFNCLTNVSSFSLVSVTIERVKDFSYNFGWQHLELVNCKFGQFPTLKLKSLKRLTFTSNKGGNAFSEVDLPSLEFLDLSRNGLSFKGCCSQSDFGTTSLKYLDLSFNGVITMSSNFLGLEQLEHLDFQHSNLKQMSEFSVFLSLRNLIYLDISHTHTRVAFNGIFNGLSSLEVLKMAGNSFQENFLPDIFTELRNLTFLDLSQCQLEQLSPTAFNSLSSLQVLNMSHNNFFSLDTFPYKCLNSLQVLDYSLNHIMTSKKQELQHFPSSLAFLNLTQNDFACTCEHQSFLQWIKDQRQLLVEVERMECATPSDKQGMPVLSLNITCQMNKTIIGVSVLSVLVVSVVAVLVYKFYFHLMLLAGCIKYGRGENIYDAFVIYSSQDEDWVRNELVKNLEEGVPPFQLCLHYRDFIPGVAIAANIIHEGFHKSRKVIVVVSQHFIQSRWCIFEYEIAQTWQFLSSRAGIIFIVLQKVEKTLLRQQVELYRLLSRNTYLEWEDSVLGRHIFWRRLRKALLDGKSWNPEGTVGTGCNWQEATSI
Target sequence (Q99836 whole entry, looked up): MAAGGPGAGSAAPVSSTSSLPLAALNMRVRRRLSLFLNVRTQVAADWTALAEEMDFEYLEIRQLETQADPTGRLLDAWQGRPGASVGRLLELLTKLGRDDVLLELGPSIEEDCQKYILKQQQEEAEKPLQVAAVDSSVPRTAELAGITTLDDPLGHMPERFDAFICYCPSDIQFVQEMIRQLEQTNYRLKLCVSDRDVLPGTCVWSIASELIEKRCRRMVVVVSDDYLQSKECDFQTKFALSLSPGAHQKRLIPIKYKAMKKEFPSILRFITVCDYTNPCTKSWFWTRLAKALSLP
Diaph inh CS: counter-screen for diaphorase-based assays: diaphorase inhibitors and chemical oxidizers | actives 0.69% (n = 190,000) | inhibition, % at 20 µM | AID 1217 | diaphorase resazurin-to-resorufin fluorescence, NADH, 16 min; bacterial (C. kluyveri) enzyme, not human;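 active means primary screen inhibition at 20 µM above a set limit, cut at about 50% in these data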;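 further: plate controls were DMSO with full reaction for no effect and wells lacking NADH for full effect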
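controls = No-NADH positive control and DMSO neutral control | system = Clostridium kluyveri diaphorase enzyme | timing = reaction incubation of 16 min at room temperature | signal = resorufin fluorescence 544/590 nm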
Diaphorase act: activates diaphorase or chemically reduces, flagging diaphorase assay artifacts. Diaphorase/resazurin coupled assay, resorufin fluorescence, 16 min; active compounds read high; 1 = vehicle wells, 0 = NADH-free wells. activation factor at 20 µM. actives 0.005% (n = 190,000). AID 1229;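 active means diaphorase activity raised at least twofold by the compound at 20 µM; inactive means activation factor below 2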
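Assay system: Purified diaphorase enzyme from Clostridium kluyveri | Amount: Enzyme 0.07 U/mL final | Dosing: Compound 20 µM once, DMSO 1% | Timing: 16 min reaction at room temperature | Detection: Fluorescence, excitation 544 nm and emission 590 nm | Evaluation: Higher resorufin formation from activation or reduction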
G6PDH CS: L. mesenteroides G6PDH inhibition counter-screen; Purified L. mesenteroides G6PDH, diaphorase/resazurin coupled fluorescence, 45 min; inhibition, % at 5 µM; actives 0.12% (n = 200,000); in the data active means inhibition above about 50%
FLuc stim CS: affects firefly luciferase, flagging false hits in luciferase stimulation screens | 200,000 tested, under 10 active | ATPlite luciferase biochemical, luminescence, 10 min; 0 = ATP-free wells, 1 = DMSO control | AID 1027 | P08659 | activation factor at 10 µM;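 active means luciferase activation factor, scaled between plate controls, of at least 2 with compound at 10 µM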
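System: luciferase plus luciferin reagent, cell-free; medium: PBS as buffer for the ATP substrate; dosing: test compounds dosed from 2 mM stocks in 100% DMSO; timing: 10 min post-reagent at room temperature; measured by: luminescence measurement of luciferase light output; evaluation: luciferase activation, seen as luminescence increase over controls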
* = called active by the depositor; / = not tested or not shown.

smiles	NF-kB neuron act	APP 5UTR inh	APP 5'UTR act	STAT1 activator	FLuc inh counter	TLR4-MyD88 BLA	Diaph inh CS	Diaphorase act	G6PDH CS	FLuc stim CS
O=C(CCC(=O)c1cccs1)OCC(=O)N1CCN(S(=O)(=O)c2ccccc2)CC1	1.1	-2	2	95	-8	5	20	0.8	8	1.1
O=C(NCCCn1ccnc1)C(=O)NCc1ccccc1	1.3	-8	8	107	-6	-11	6	0.9	0	1.1
Cc1oc(CC(C)C)cc1C(=O)Nc1ccc(C(=O)O)cc1	2.5	16	-16	119	-1	9	2	1	5	1
CNC(=S)N/N=C/c1c(Cl)cccc1Cl	1.2	-9	9	88	0	4	5	0.9	4	1
COc1ccc(OCC(=O)NNC(=O)c2ccc(-c3ccccc3)cc2)cc1	1.1	-3	3	103	-3	-4	2	1	4	1
Cc1cc(C)nc(NC(=O)C(c2ccccc2)c2ccccc2)c1	0.72	0	0	98	-5	-13	14	0.9	0	1.1
Cc1cc(N2CCCCC2)nc2ccccc12	1.2	1	-1	92	0	0	4	1	3	1
CCOC(=O)c1sc(=S)sc1SCc1cccc(C(F)(F)F)c1	1.4	-12	12	107	-7	3	10	0.9	2	1.1
CC1(C)CN=C(NC2CCCCC2)S1	1	-2	3	108	-5	4	7	0.9	-7	1.1
O=C(NC1CCCCC1)N1CCN(C2CCCCC2)CC1	1.2	-6	6	100	-6	-8	15	0.9	5	1.1
CCOc1ncccc1C(=O)N(C)CC(=O)Nc1ccc(C)cc1	1	-7	7	95	-8	5	12	0.9	0	1.1
COc1cccc(CNc2nc3ccccc3n2CCN2CCCCC2)c1	0.89	-12	12	100	3	9	-3	1	5	1

Part of the list above in order of number of heavy atoms, descending.
smiles	NF-kB neuron act	APP 5UTR inh	APP 5'UTR act	STAT1 activator	FLuc inh counter	TLR4-MyD88 BLA	Diaph inh CS	Diaphorase act	G6PDH CS	FLuc stim CS
CCOc1ncccc1C(=O)N(C)CC(=O)Nc1ccc(C)cc1	1	-7	7	95	-8	5	12	0.9	0	1.1
O=C(NC1CCCCC1)N1CCN(C2CCCCC2)CC1	1.2	-6	6	100	-6	-8	15	0.9	5	1.1
CNC(=S)N/N=C/c1c(Cl)cccc1Cl	1.2	-9	9	88	0	4	5	0.9	4	1

Next part:
smiles	NF-kB neuron act	APP 5UTR inh	APP 5'UTR act	STAT1 activator	FLuc inh counter	TLR4-MyD88 BLA	Diaph inh CS	Diaphorase act	G6PDH CS	FLuc stim CS
CS(=O)(=O)N1CCc2cc(S(=O)(=O)Nc3ccc4c(c3)OCCO4)ccc21	0.71	-10	10	75	-7	-3	32	0.7	-10	1.1
C=CCOC(=O)Nc1c(C(=O)OC)[nH]c2ccc(Cl)cc12	0.95	-13	13	91	0	4	0	1	12	1
COc1ccc2oc(C(F)(F)C(F)F)cc(=O)c2c1	1.2	-2	2	105	-2	0	12	0.9	1	1
Cc1cccc(/C=C(\c2nc3ccccc3[nH]2)S(=O)(=O)c2ccccc2)c1	1.5	12	-12	65	-2	-7	17	0.8	-1	1
Cn1c(OCc2cccnc2)nc2c1c(=O)n(Cc1ccc(Cl)cc1)c(=O)n2C	/	-6	6	93	/	16	/	/	/	/
COc1cccc(CN2CCNC(=O)C2CC(=O)NCCn2ccc3ccccc32)c1OC (stereo not drawn)	0.91	10	-10	97	-1	-9	28	0.7	10	1
Cc1ccnc(NS(=O)(=O)c2ccc(NC(=O)COc3ccccc3)cc2)n1	1.4	25	-25	102	-8	2	9	0.9	5	1.1
CC1CCN(C(=O)c2ccc(S(=O)(=O)Cc3ccccc3F)c([N+](=O)[O-])c2)CC1	1.1	-12	12	107	-1	8	10	0.9	-7	1
O=C(NCC1CCCO1)C(c1ccc(F)cc1)N(Cc1ccc(F)cc1)C(=O)Cn1nnc(-c2cccs2)n1 (stereo not drawn)	0.96	-10	10	103	1	5	6	0.9	7	1
O=C(COc1ccccc1Cl)Nc1cccnc1	1.4	-31	31	114	33	1	-30	1.3	11	0.7
CC(=O)c1cn(CCCCCCCn2cc(C(C)=O)c(=O)[nH]c2=O)c(=O)[nH]c1=O	0.96	-4	4	99	1	-8	18	0.8	-2	1
COC(=O)c1ccc(N=NNc2cccc(Br)c2)cc1	3.3*	-61	61	152*	7	-9	9	0.9	-19	0.9
CC(C)c1nc(N2CCN(C(=O)c3ccccc3)CC2)c(C#N)c2c1COC(C)(C)C2	0.48	-1	1	102	-7	-9	19	0.8	0	1.1
O=C(CN1C(=O)NC(Cc2ccccc2)C1=O)NC(=O)NC1CCCCC1 (stereo not drawn)	0.89	-9	9	92	-3	6	14	0.9	16	1
CC(C)n1nc(C(=O)OCC(=O)N(C)C2CCS(=O)(=O)C2)c2ccccc2c1=O (stereo not drawn)	1.1	8	-7	85	-10	-13	7	0.9	3	1.1
CCOC(=O)CSCc1c(C#N)c2ccccc2n1C	1	-3	3	96	-3	-9	15	0.8	5	1
COc1cccc(-n2c(SCC(=O)OC(C)C)nnc2-c2cccnc2)c1	1	-6	7	102	-6	8	7	0.9	-3	1.1
COc1ccccc1CNC(=O)c1ccc2c(=O)n(CCCN3CCCC3=O)c(=S)[nH]c2c1	0.92	-8	8	101	-9	5	6	0.9	11	1.1
CCn1cc(S(=O)(=O)Nc2cc(F)ccc2C)cn1	1.2	-5	5	96	-2	-7	1	1	21	1
CCO[C@H]1OC(C(=O)N2CCN(Cc3ccc4c(c3)OCO4)CC2)=C[C@@H](c2ccc(Br)cc2)[C@@H]1CCCO	0.61	15	-15	101	0	0	16	0.8	11	1
COc1ccc(CCN2C(=O)CC(Cc3ccc(C)cc3)C2=O)cc1OC (stereo not drawn)	1	-9	9	97	-5	-7	10	0.9	9	1
Cc1nn(C)c(C)c1NS(=O)(=O)c1ccccc1	1.2	26	-26	103	-8	6	7	0.9	5	1.1
O=C(NCCNC1CCN(Cc2ccccc2)CC1)c1cccs1	0.96	1	-1	102	-4	2	13	0.9	8	1
COc1ccccc1NC(=S)NC(C)=O	1.4	-11	11	103	-5	-4	8	0.9	12	1.1
CN1CCN(C(=O)N2CCNC2=O)CC1	1.2	-8	8	104	1	-11	4	1	-1	1
O=C(COC(=O)C1CC(=O)N(Cc2ccccc2)C1)Nc1ccccc1F (stereo not drawn)	1.1	-6	6	91	-5	3	-4	1	6	1.1
CCN(CC)S(=O)(=O)c1cccc(-c2cn3cc(C)ccc3n2)c1	1.3	-61	61	126	23	9	12	0.9	4	0.8
COc1nc(OC)nc(N2CCC(C(=O)NC3CC3)CC2)n1	1.1	4	-4	97	-8	-15	7	0.9	6	1.1
Cc1cccc(NC(=O)Cn2nc([N+](=O)[O-])c(Br)c2C)n1	1	-3	3	94	-7	11	8	0.9	-4	1.1
COc1ccc(S(=O)(=O)CCC(=O)NCCc2cccc(C)c2)cc1	1.1	/	/	93	-7	-3	10	0.9	0	1.1
CCOCCn1c(CCCO)nc2ccccc21	1.1	18	-18	102	-11	-9	9	0.9	7	1.1
CC(=O)NS(=O)(=O)c1ccc(N)cc1	1.3	-3	3	100	-6	2	23	0.8	10	1.1
CCn1c(-c2csc3c2CCCC3)n[nH]c1=S	1.1	7	-7	93	-2	1	21	0.8	11	1
Cc1ccc(-n2c(Cc3cccn3C)nnc2SCC(=O)Nc2ccc3c(c2)OCO3)cc1	0.66	-12	12	75	-3	2	12	0.9	10	1
CCN(CC(=O)NCc1ccc(F)cc1)CC(=O)Nc1ccc(S(=O)(=O)N2CCCC2)cc1	0.72	21	-21	99	-2	-6	5	0.9	3	1
O=C(CSc1n[nH]c(-c2ccccc2)n1)c1ccc(O)c(O)c1	0.91	9	-9	96	-1	17	71*	0.3	12	1
Nc1[nH][nH]c(=O)c1N=Nc1ccc2c(c1)OCO2	1.3	-63	63	118	42	15	25	0.8	12	0.6
O=C(Cc1ccccc1)NN1C(=O)/C(=C/c2ccccc2C(=O)O)SC1=S	0.97	-10	10	105	2	4	-9	1.1	14	1
NC(=O)C1CCN(S(=O)(=O)c2cccc(S(=O)(=O)N3CCCCC3)c2)CC1	1.2	0	0	100	0	4	5	1	0	1
O=C(CSc1ncn[nH]1)c1ccco1	1	-8	8	96	-11	8	12	0.9	12	1.1
O=C(Nc1ccc(-c2nc3ccccc3o2)cc1)C1CCCO1 (stereo not drawn)	4.2*	-233	233*	140*	78*	-1	17	0.8	-16	0.2
CC(C)C(=O)NC(=S)NCC(=O)c1ccccc1	1.1	-16	16	112	-1	-8	-4	1	4	1
Cc1cccc(N2C(=O)C(Cc3ccccc3)NC2=S)c1 (stereo not drawn)	1	-29	29	99	-9	12	5	0.9	-8	1.1
CC(=O)Nn1c(-c2ccccc2)cc2ccccc21	1	-2	2	104	-5	2	2	1	6	1.1

Screening results deposited in PubChem by several laboratories.
